# High-throughput results deposited in PubChem BioAssay by Sanford-Burnham Center for Chemical Genomics.
# TAG inh = inhibitors of triacylglycerol accumulation; inhibition, % at 12.5 µM; H9c2 cells, Nile Red lipid (TAG) fluorescence; cells loaded with 200 µM oleic acid; 230,000 tested, 0.66% active; AID 651582;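 active means pattern-corrected inhibition of lipid staining of at least 50% with the nuclear-stain viability signal not falling by more than 50%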;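 further: 0% = DMSO wells and 100% = triacsin C control wells; some results filed as inactive read as strong as hits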
# TAG inh DAPI viability = also measured in TAG inh; calls as there; DAPI nuclei signal change (viability), lower = more cytotoxic, %;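 whole-well DAPI fluorescence read on a plate reader as a viability signal; minus 50 percent equals half of cells still viable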
# Numbers without * were called inactive.
SMILES,TAG inh,TAG inh DAPI viability
Cc1c(C(=O)NCc2cccnc2)oc2ccc(S(=O)(=O)N3CC(C)CC(C)C3)cc12 (centres undefined),7,-3
COc1ccc(S(=O)(=O)NCCSCc2ccc(Cl)cc2)cc1NC(C)=O,-24,-3
O=S(=O)(Nc1ccc(-c2cn3c(n2)SCC3)cc1)c1cc(F)ccc1F,7,2
O=C(Nc1ccccc1-c1ccccc1)c1cccc([N+](=O)[O-])c1,2,5
CCOC(=O)C1(CC)NC(c2cccc(F)c2)C2C(=O)N(CC)C(=O)C21 (centres undefined),-23,1
O=C(CN1CCN(C(=O)c2cccc(S(=O)(=O)N3CCCC3)c2)CC1)Nc1ccccc1Cl,0,-1
C#CCOCCOCCOCCNc1nc(N2CCN(C(=O)CCCCCCCCCCNC(=O)Cn3cc(C[C@@H](C)O)nn3)CC2)nc(N2CCN(C(=O)CCCCCCCCCCNC(=O)[C@@H]([C@H](C)O)n3cc(C)nn3)CC2)n1,-32,4
CC(C)(C)N1CC(c2nc3ccccc3n2CCOc2ccccc2)CC1=O (centres undefined),15,-4
COc1cc(CNC[C@H]2O[C@@H](n3cc(C)c(=O)[nH]c3=O)C[C@@H]2O)ccc1OCc1cccc(Cl)c1,7,3
Oc1ccc(/C=N/Nc2nccnc2Cl)c(O)c1,-50,-4
CCn1cc(C(=O)NCC(C)C)c(=O)c2cc(F)c(N3CCN(C)CC3)cc21,40,-6
CCOc1ccc(C(=O)CCC(=O)NN2C(=O)NC3(CCCCC3)C2=O)cc1,17,1
CCCCNc1nc(=S)[nH]c2cc(OC)c(OC)cc12,3,10
CCc1ccc(NC(=S)NCC2CCCN2CC)cc1 (centres undefined),6,-2
Cc1occc1C(=O)NCCCCc1ccccc1,11,0
CCCn1nnc(NC(=O)c2ccc(Cl)cc2Cl)n1,-7,0
O=C(CCc1ccc(S(=O)(=O)N2CCOCC2)cc1)OCc1nc2ccccc2s1,-9,-2
CCCc1c(O)nc(SC2CC(=O)N(c3cc(OC)ccc3OC)C2=O)[nH]c1=O (centres undefined),-4,-3
COc1ccc(NC(=O)COc2nc3ccccc3nc2N2CCOCC2)c(OC)c1,2,-6
Cc1nn(-c2ccccc2)c(C)c1CN,22,-12
COc1ccc(S(=O)(=O)Nc2ccc(-c3ccc(N4CCCC4)nn3)cc2)cc1C,-23,-3
COc1ccc(CCC(=O)N2CCN(S(=O)(=O)c3ccc4ccccc4c3)CC2)cc1,1,-7
CCN(CC)S(=O)(=O)c1cccc(NC(=O)CCNC(=O)NC23CC4CC(CC(C4)C2)C3)c1,26,-18
Cc1ccc(CNC(=O)CCCC(=O)Nc2cc(C)on2)cc1,-20,13
Nc1c(Cl)cnc(C(Cl)(Cl)Cl)c1Cl,0,-4
SMILES,TAG inh,TAG inh DAPI viability
Cn1nnnc1Sc1ncnc2scc(-c3ccc(Br)cc3)c12,58*,-25*
CCCCn1c(N)c(N(CC(C)C)C(=O)c2cccc(S(=O)(=O)N3CC(C)OC(C)C3)c2)c(=O)[nH]c1=O (centres undefined),2,-3
Cc1ccc(Nc2nnc(C)c(=O)[nH]2)cc1,-12,-1
O=C(c1ccc(N2C(=O)C3C4c5ccccc5C(c5ccccc54)C3C2=O)cc1)N1CCOCC1 (centres undefined),2,-4
C(=N\N1CCN(Cc2ccccc2)CC1)/c1ccc(-c2ccccc2)cc1,-4,2
S=C(NCCc1ccccc1)N/N=C/c1cccs1,5,-1
O=C(NCC(c1ccco1)N1CCN(c2ccccc2F)CC1)C(=O)NC1CC1 (centres undefined),-4,5
COc1ccc(CC(=O)Nc2ccc(C(C)=O)cc2)cc1,-1,-5
CCN(CC)S(=O)(=O)c1ccc(NC(=O)COc2c(OC)cccc2OC)cc1,-2,5
COc1ccc(-c2csc(NC(=O)Cn3nc(C)cc3C)n2)cc1,44,-14
CCOC(=O)N1CCN(C(=O)CCSCCc2ccncc2)CC1,1,-8
CCc1nnc(NC(=O)C2CCN(S(=O)(=O)Cc3ccccc3)CC2)s1,6,4
COc1ccc(-c2csc(Nc3ccccc3)[n+]2Cc2ccccc2)cc1,-18,13
COc1ccc(-c2coc3c(C(=O)NCc4cccc(Cl)c4)cccc23)c(C)c1,13,7
COc1cccc(/C=N/n2c(SC)nnc2-c2ccccc2)c1O,23,-8
COC(=O)c1ccc(N2C(=O)CC(N(C)CCc3ccc(OC)c(OC)c3)C2=O)cc1 (centres undefined),-24,15
Cc1ccc(CCNC(=O)C2CCCN(S(=O)(=O)c3c(C)noc3/C=C/N(C)C)C2)cc1 (centres undefined),31,-2
CCOc1ccc(N2CC(C(=O)Nc3ccc(S(=O)(=O)N4CCCCC4)cc3)CC2=O)cc1 (centres undefined),-43,0
O=C(CN(Cc1ccco1)C(=O)c1ccccc1)Nc1ccc(Cl)c(Cl)c1,-2,-5
O=[N+]([O-])c1cc(C(F)(F)F)ccc1N1CCCC(O)C1 (centres undefined),6,-4
Cc1nn(-c2ccccc2)c(C)c1/C=C/C(=O)OCC(=O)Nc1ncc(Cl)cc1Cl,10,6
O=C(COc1ccc(Cl)cc1Cl)NCCCn1ccnc1,8,2
Cc1ccc(NC(=O)CN2CCN(C(=O)C3CC3)CC2)c(F)c1,15,-28
Cc1[nH]nc2c1C(c1cc(Br)cs1)C(C#N)=C(N)O2 (centres undefined),16,-13
CCOC(=O)N/N=C/c1ccc(F)cc1F,-3,5
SMILES,TAG inh,TAG inh DAPI viability
O=C(N/N=C/c1ccc(-c2ccc(Cl)c(C(=O)O)c2)o1)c1cc2c(ccc3ccccc32)o1,0,-2
CCN(CC)S(=O)(=O)c1cccc(-c2n[nH]c(=S)n2/N=C/c2ccc(OC(F)F)cc2)c1,-9,3
CCC(C)c1ccc(NC(=S)NC(C)C2CCCO2)cc1 (centres undefined),13,-6
COc1cccc(C(=O)O/N=C(\C)c2cnccn2)c1,-16,27
CCCOC(=O)C1C2C=C[C@]3(CN(CCc4ccccc4)C(=O)[C@H]13)O2 (some centres undefined),0,0
O=C1c2ccncc2C(=O)N1Cc1cccc(Cl)c1,1,2
CCC(CC)COC(=O)C1=C(C)NC(=O)NC1c1ccc([N+](=O)[O-])cc1 (centres undefined),7,-1
COC(=O)C1CCN(S(=O)(=O)CCNC(=O)c2cccc(OC)c2)CC1,9,0
CCOc1ccc(NC(=O)CSc2nnc(Cn3cnc([N+](=O)[O-])n3)n2CC)cc1,-2,-3
O=C(O)/C=C\c1ccccc1Oc1cccc(Cl)c1,12,0
O=C(O)CCN1C(=O)/C(=C\c2cccc(OCC(=O)Nc3ccc(Cl)cc3)c2)SC1=S,5,2
Nc1ncc(-n2cncn2)c(-c2ccccc2)n1,-2,-6
CC(O)CN(CC(C)O)c1ccc2c(c1)Cc1cc([N+](=O)[O-])ccc1-2 (centres undefined),-41,1
O=C(CN1C(=O)C2C3C=CC(C3)C2C1=O)Nc1cccc2c1CCCC2 (centres undefined),-12,3
CCOC(=O)c1cccc(S(=O)(=O)N2CCOCC2)c1,3,-2
COc1ccc(-c2cnc3c(NC(C)=O)cc(-c4ccsc4)cn23)cc1OC,1,-2
CC(C)C(=O)Nc1nnc(Sc2ccc(N(C)C)cc2)s1,-9,-4
Cc1nn(C(C)C(=O)NC2C(=O)N3C(C(=O)O)=C(CSc4nnnn4C)CSC23)cc1Cl (centres undefined),11,-9
C[C@H]1C=CC(=O)O[C@H]1c1ccccc1,10,-8
CC1CC(=O)NC(=O)N1Cc1ccccc1 (centres undefined),7,4
O=C(Nc1cccc(NC(=O)C2CCCO2)c1)C1CCCO1 (centres undefined),2,11
O=C(O)CCCC(=O)OCCc1cc2ccccc2c(=O)o1,10,0
CN(CC(=O)NCCC1=CCCCC1)S(=O)(=O)c1ccc2c(c1)c(=O)n(C)c(=O)n2C,-5,-7
Cc1cc(NS(=O)(=O)c2ccc(NC(=O)CNS(=O)(=O)c3ccccc3)cc2)nc(C)n1,-3,1
Cc1nc(C)c(C(=O)OCC(=O)Nc2ccccc2SCC#N)s1,1,4

# An excerpt of these results, with values under each structure:
# Second line of a record: TAG inh | TAG inh DAPI viability
> CC(O)CN(CC(C)O)c1ccc2c(c1)Cc1cc([N+](=O)[O-])ccc1-2 (centres undefined)
→ -41 | 1
> O=C(CN1C(=O)C2C3C=CC(C3)C2C1=O)Nc1cccc2c1CCCC2 (centres undefined)
→ -12 | 3
> CCOC(=O)c1cccc(S(=O)(=O)N2CCOCC2)c1
→ 3 | -2
> COc1ccc(-c2cnc3c(NC(C)=O)cc(-c4ccsc4)cn23)cc1OC
→ 1 | -2

# Returning to the listing; the 3 compounds before the break are reprinted first.
SMILES,TAG inh,TAG inh DAPI viability
CN(CC(=O)NCCC1=CCCCC1)S(=O)(=O)c1ccc2c(c1)c(=O)n(C)c(=O)n2C,-5,-7
Cc1cc(NS(=O)(=O)c2ccc(NC(=O)CNS(=O)(=O)c3ccccc3)cc2)nc(C)n1,-3,1
Cc1nc(C)c(C(=O)OCC(=O)Nc2ccccc2SCC#N)s1,1,4
C[C@@H]1CC[C@@]2(O[C@H](CCO)C[C@H](O)[C@H]2O)O1,0,8
COc1ccc(C)cc1-n1c(SCC(=O)NC2CC2)nc2ccccc2c1=O,9,2
O=C(CCN1CCN(C/C=C/c2ccccc2)CC1)Nc1ccccc1,4,13
COc1ccc(NS(=O)(=O)c2cc(C(=O)NNC(=O)c3ccncc3)ccc2OC)c(OC)c1,3,-3
Clc1ccc(Cn2ncc3c(NCc4cccnc4)ncnc32)cc1,8,-13
CCC(=O)Nc1cccc(NC(=O)CSc2nnc(C3CC3)n2C)c1,31,-12
COc1ccc(C(=O)COC(=O)CCN2C(=O)C3C4C=CC(C5CC45)C3C2=O)cc1 (centres undefined),-7,2
Cc1ccc(C(=O)NCCc2ccc(F)cc2)s1,-16,-3
CN(C)S(=O)(=O)c1cccc(C(=O)OCC(=O)Nc2sccc2C#N)c1,1,8
CC(Oc1ccc(C#N)cc1)C(=O)c1ccc(F)c(F)c1 (centres undefined),3,3
Cc1cc(C)n2nc(SCC(=O)Nc3c(C)n(C)n(-c4ccccc4)c3=O)nc2n1,-17,2
CCOC(=O)Cc1csc(NC(=O)COc2ccc3c(C)cc(=O)oc3c2)n1,-29,0
O=C(O)C1CCN(C(=O)c2scc3c2OCCO3)CC1,-7,-4
C[C@H](CO)N1C[C@H](C)[C@@H](CN(C)S(=O)(=O)c2ccc(F)cc2)Oc2c(NS(=O)(=O)c3ccc(F)cc3)cccc2C1=O,-3,-4
CCOC(=O)c1c(C)[nH]c(C)c1C(=O)COC(=O)c1cccnc1OCC,7,-6
CCCc1cc(=O)[nH]c(SCC(=O)Nc2sc(C(N)=O)c(C)c2C(=O)OCCOC)n1,10,-4
COc1cc(CNC(=O)c2cnc(C)cn2)cc(OC)c1,8,-14
CCOc1ccccc1NC(=O)CSc1nnc(-c2ccccn2)n1Cc1ccco1,-5,2
O=S(=O)(c1ccc(F)cc1)c1nc(-c2ccco2)oc1Nc1ccccc1,-6,-3
CCOc1ccc(Cl)cc1-c1cc(C(=O)NCc2ccccc2)[nH]n1,2,1
CC(=O)N1CCN(Cc2nc3cc(NC(=O)c4cccc(Br)c4)ccc3n2C)CC1,10,-8
CC(=O)Nc1ccc(NC(=O)c2ccc(N(Cc3ccccc3C)S(C)(=O)=O)cc2)cc1,8,0
Cc1ccc(C(C(=O)NC2CCCC2)N(Cc2ccc3c(c2)OCO3)C(=O)c2snc(C(N)=O)c2N)cc1 (centres undefined),-7,1
CC(Sc1nc2ccccc2s1)C(=O)N1CCOCC1 (centres undefined),-8,-1
COc1ccc(S(=O)(=O)Nc2ccc(NC(C)=O)cc2)cc1Br,-10,9
SMILES,TAG inh,TAG inh DAPI viability
O=C(Nc1ccc(O)c2c(=O)cc(-c3ccccc3Cl)oc12)c1ccc(F)cc1,-20,-2
CC(C)c1ccccc1NC(=O)c1cccnc1,5,-9
Cn1c(=O)c2c(nc(OCC3COC(C)(C)O3)n2Cc2ccccc2F)n(C)c1=O (centres undefined),11,-5
Cc1cc(C)c2c(=O)[nH]c(SCc3ccccc3C)nc2n1,26,-15
Cc1ccc(OCC(=O)N(C)C2CCCCC2)c([N+](=O)[O-])n1,4,2
Cn1nnnc1SCc1ccc(CSc2nnnn2C)cc1,-23,11
COc1cc(C#N)ccc1OC(=O)c1cccc(S(=O)(=O)N2CCN(C)CC2)c1,-19,5
O=C(O)Cc1ccc(NC(=O)Nc2ccc(Br)cc2)cc1,7,-5
COc1ccc(-c2noc3c2-c2nc(-c4ccc(Cl)cc4)sc2CC3)cc1,-3,8
N#CC1=C(C=Nc2ccccc2O)CCC1,-9,7
CC(=O)c1c(C)[nH]c(C(=O)OCC(=O)N2CCCC2=O)c1C,-4,-4
Cc1ccc(C(C)C)c(O)c1C(=O)O,4,-2
CC1CC(C)CN(C(=O)c2ccc3c(=O)n(Cc4ccc5c(c4)OCO5)c(=S)[nH]c3c2)C1 (centres undefined),18,-1
Cc1cc(OCC(=O)Nc2ccccc2C)no1,-7,6
O=C(NC1CCCC1)c1cccc2c1C(=O)c1ccc(Cl)cc1S2(=O)=O,-4,-3
Cc1cc(Cn2nc(C(=O)NCc3cccc(C(F)(F)F)c3)cc2-c2ccccc2)on1,28,-8
CCCc1cc(=O)[nH]c(SCC(=O)NC2CCCc3ccccc32)n1 (centres undefined),0,0
CCc1nc2c(OCc3ccc(C#N)cc3)cccn2c1N(C)C(=O)c1ccc(C)cc1,8,4
CC(C)(C)NC(=S)N1CCC2CC1c1c(Cl)cccc12 (centres undefined),-15,-2
Cc1ccc(Cn2nnnc2CN2CCC(NC(=O)c3ccc(Br)cc3)CC2)cc1,3,1

# Of the compounds above, two have a tert-butyl group.
SMILES,TAG inh,TAG inh DAPI viability
CC(C)(C)N1CC(c2nc3ccccc3n2CCOc2ccccc2)CC1=O (centres undefined),15,-4
CC(C)(C)NC(=S)N1CCC2CC1c1c(Cl)cccc12 (centres undefined),-15,-2

# Laid out differently: 2 of the compounds above
SMILES	TAG inh	TAG inh DAPI viability
Cc1ccc(C(C)C)c(O)c1C(=O)O	4	-2
CC1CC(C)CN(C(=O)c2ccc3c(=O)n(Cc4ccc5c(c4)OCO5)c(=S)[nH]c3c2)C1 (centres undefined)	18	-1

# This is a subset; the hit share may differ from the screen's.
